FadD28 binding – inhibitors of FadD28 bisubstrate probe binding, primary screen, biochemical, fluorescence polarization, single point; inhibition, % at 12.5 µM; actives 0.22% (n = 360,000); AID 588549, 2011; in the data active = inhibition above about 8.5%, passing the limit was not always enough; inconclusive = no clear call, values can overlap the other calls
Anthrax LF prot – Bacillus anthracis LF protease inhibitors, primary screen, biochemical, multiplex microsphere, MLPCN library; multiplex microsphere protease cleavage assay; AID 588501, 2011; actives 0.12% (n = 360,000); Lethal factor (Bacillus anthracis), P15917; inhibition, % at 10 µM; also: plate controls were buffer without enzyme for full effect and enzyme alone for no effect
GDH-TPI counter – GDH-TPI coupling enzyme inhibitors, primary screen, artefact control for M. tuberculosis FBA inhibitor project, biochemical, absorbance, full deck; actives 1.2% (n = 360,000); AID 588335, 2011; GDH-TPI coupled enzyme counterscreen, NADH absorbance; inhibition, % at 4.8 µM; in the data active = inhibition above about 30%;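 also: 0% = DMSO wells and 100% = wells lacking the enzyme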
BoNT F protease – BoNT/F light chain protease inhibitors, primary screen, biochemical, flow cytometry, MLPCN library. actives 0.22% (n = 360,000). Multiplex microsphere protease cleavage assay. inhibition, % at 10 µM. Botulinum neurotoxin type F light chain protease (Clostridium botulinum); in the data active = inhibition above about 35%, passing the limit was not always enough; inconclusive = no clear call, values can overlap the other calls; also: plate controls were buffer without enzyme for full effect and enzyme alone for no effect
BoNT A protease – BoNT/A light chain protease inhibitors, primary screen, biochemical, flow cytometry, MLPCN library. Botulinum neurotoxin type A light chain protease (Clostridium botulinum A str. ATCC 3502). multiplex microsphere protease substrate cleavage. AID 588499, 2011. inhibition, % at 10 µM. actives 0.17% (n = 360,000); also: plate controls were buffer without enzyme for full effect and enzyme alone for no effect
Mtb FBA inh – Mtb FBA enzyme inhibitors, primary screen, biochemical, fluorescence, strain H37Rv. inhibition, % at 1 µM. purified M. tuberculosis FBA, fluorescence read-out. Fructose-bisphosphate aldolase (Mycobacterium tuberculosis (strain ATCC 25618 / H37Rv)), …. actives 2.3% (n = 360,000). AID 588726, 2011; in the data active = inhibition above about 27%;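 also: 0% = vehicle and 100% = reference inhibitor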
Target sequence (P9WQA3 whole entry, looked up): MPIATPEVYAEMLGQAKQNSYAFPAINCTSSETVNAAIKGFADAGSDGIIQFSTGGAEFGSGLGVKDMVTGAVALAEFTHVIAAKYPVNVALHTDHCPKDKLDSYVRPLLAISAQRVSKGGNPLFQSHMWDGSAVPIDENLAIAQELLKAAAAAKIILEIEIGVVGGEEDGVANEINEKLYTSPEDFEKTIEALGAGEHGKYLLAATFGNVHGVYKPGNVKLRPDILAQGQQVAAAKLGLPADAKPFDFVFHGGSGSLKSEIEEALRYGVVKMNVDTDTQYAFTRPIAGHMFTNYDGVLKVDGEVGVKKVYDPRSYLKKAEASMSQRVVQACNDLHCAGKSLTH
Mtb UGM inh – M. tuberculosis UGM enzyme inhibitors, primary screen, biochemical, fluorescence polarization, single point | purified UGM, fluorescence polarization probe displacement | inhibition, % at 10 µM | actives 0.06% (n = 320,000) | AID 504406, 2011; in the data active = inhibition above about 10%, passing the limit was not always enough; inconclusive = no clear call, values can overlap the other calls
Target sequence (P9WIQ1 whole entry, looked up): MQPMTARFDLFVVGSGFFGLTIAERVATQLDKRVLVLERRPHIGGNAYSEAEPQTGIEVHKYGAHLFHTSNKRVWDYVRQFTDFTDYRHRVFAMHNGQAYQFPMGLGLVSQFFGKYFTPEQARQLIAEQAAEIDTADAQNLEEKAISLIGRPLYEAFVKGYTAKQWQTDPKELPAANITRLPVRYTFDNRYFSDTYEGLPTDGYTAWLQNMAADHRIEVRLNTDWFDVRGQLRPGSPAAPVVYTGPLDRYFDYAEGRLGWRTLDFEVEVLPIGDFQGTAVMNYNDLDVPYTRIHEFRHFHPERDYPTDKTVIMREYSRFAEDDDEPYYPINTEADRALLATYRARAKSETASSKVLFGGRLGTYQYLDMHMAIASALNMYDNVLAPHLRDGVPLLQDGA
PfHsp40 yeast – rescue of yeast from PfHsp40 toxicity, primary screen, S. cerevisiae, ATP luminescence | actives 0.68% (n = 340,000) | S. cerevisiae expressing PfHsp40, growth rescue | growth rescue, % at 12.5 µM; in the data active = growth rescue above about 28%, passing the limit was not always enough; inconclusive = no clear call, values can overlap the other calls;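 also: yeast W303a lacking pdr1 and pdr3 grown in galactose medium; growth measured after three days at 30 °C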
Mtb BioA inh – M. tuberculosis BioA enzyme inhibitors, primary screen, biochemical, plate reader, single point, HTS | purified M. tuberculosis BioA enzyme | inhibition, % at 9.99 µM | AID 602481, 2012 | actives 0.096% (n = 360,000); in the data active = inhibition above about 40%; inconclusive = no clear call, values can overlap the other calls
Active calls of the source: *; ? = inconclusive; · = no result given; & = joins results of further samples. Rule as the data show it, unless noted: active = inhibition above about 30%; inconclusive = no clear call, values can overlap the other calls; inactive = below that.

Sequence of screens – FadD28 binding	Anthrax LF prot	GDH-TPI counter	BoNT F protease	BoNT A protease	Mtb FBA inh	Mtb UGM inh	PfHsp40 yeast	Mtb BioA inh
- O=C(CCC(=O)c1ccc(Oc2ccccc2)cc1)Nc1cccc(Cl)c1Cl
→ -0.9	-2	7	-4	-0.7	-1	-0.1	0.0	·
- CC(C)c1nnc(NC(=O)c2cnccn2)s1
→ 3.2	0	20	1	1.3	-1	-3.4	-1.6	-0.4
- Cc1cc(C)c(S(=O)(=O)c2ccccc2)c(OC(=O)c2cc(F)c(F)cc2Cl)n1
→ -0.6	-4	17	6	-0.4	1	-0.6	-0.5	0.8
- CC(=O)c1[nH]c(C)c(C(=O)N2CCCC(Nc3ccc(C(C)C)cc3)C2)c1C (configuration not stated)
→ 1.1	5	7	-10	-2.7	-2	·	-0.3	0.3
- CCOC(=O)c1nc(Nc2cc(C)cc(C)c2)c2ccccc2n1
→ -5.6	-1	10	-5	0.0	1	-0.7	0.2	·
- COc1ccc(-c2sc3cc(OC)c(OC)cc3c2-c2ccc(O)cc2)cc1
→ 1.6	-12	-2	1	-0.3	4	-1.5	-0.9	0.6
- Cc1cc(-c2nnc(SCC(=O)Nc3ccc(F)c(F)c3)n2N)n[nH]1
→ -3.2	-2	-8	-6	-1.2	0	1.2	-1.3	-0.1
- O=C(NCc1cccnc1)c1ccc(-c2cc(Cl)ccc2Cl)o1
→ -2.1	-1	-2	-2	0.0	-5	-0.9	1.4	·
- COCCNc1ccc(N2C(=O)CCCC2=O)cc1[N+](=O)[O-]
→ 1.0	0	14	-1	-0.8	-10	-0.6	-1.2	·
- Cc1cccn2c(Nc3ccccc3)c(-c3ccccn3)nc12
→ -3.1	-13	9	-6	-1.4	7	-2.2	4.3	1.5
- COc1ccccc1OCC(=O)N1CCCC(Nc2ccc(C)c(C)c2)C1 (configuration not stated)
→ -3.5	-2	-4	-8	-0.7	-2	0.8	0.3	1.7
- Cc1ccc(Oc2ccc(NC(=O)C3=CC=CN4CCS(=O)(=O)N=C34)cc2)cc1
→ -1.7	-4	14	6	-0.4	1	-0.1	1.0	-0.5
- CCC(CC)C(=O)NCCc1ccc(S(N)(=O)=O)cc1
→ -0.5	1	3	6	3.9	1	1.9	-0.7	·
- O=C(CCN1CCOCC1)NNC(=S)NC(=O)c1ccccc1
→ -3.7	0	10	-7	-0.4	-4	2.4	1.0	-0.6
- O=C(NCCS(=O)(=O)N1CCN(c2ccccc2)CC1)C1CCCC1
→ -0.9	-4	11	6	0.9	5	3.7	1.1	-0.7
- C[C@H]1CN([C@@H](C)CO)C(=O)c2cc(NC(=O)C3CCCCC3)ccc2O[C@H]1CN(C)Cc1ccc(-c2ccccc2)cc1
→ -5.3	4	0	-5	-0.3	-2	0.8	-0.2	-1.2&-1.4
- CCCN(C)C[C@@H]1OCc2cnnn2CCCC(=O)N([C@H](C)CO)C[C@H]1C
→ 0.6	0	5	1	-0.3	4	·	·	-0.2&-2.7
- Cc1cc2oc(=O)cc(CN3CCN(S(=O)(=O)c4ccc5c(c4)OCCO5)CC3)c2cc1C
→ -0.2	-5	-5	6	0.1	-1	-0.5	0.2	-0.1
- COc1ccc(NC(=O)C(CC(C)C)NC(=O)C2CCC(C)CC2)c(OC)c1 (configuration not stated)
→ -1.1	-3	-5	-16	0.5	2	1.9	-0.8	-1.5
- CCCCCCC1(C)NC(=O)N(C(C)C(=O)Nc2ccc(N3CCOCC3)cc2)C1=O (configuration not stated)
→ -0.3	0	2	3	3.9	2	3.2	0.9	0.0
- COc1ccc(N(C)S(=O)(=O)c2cccc(C(=O)Nc3nc(C)cs3)c2)cc1
→ -4.7	-6	7	-2	-0.5	-1	-1.6	1.6	0.0
- N#C/C(=C\c1c(N2CCN(Cc3ccccc3)CC2)nc2ccccn2c1=O)S(=O)(=O)c1ccccc1
→ -1.4	2	5	-6	-1.5	0	0.3	-1.4	·
- C=C1CC2C(=O)N(Cc3cc(OC)ccc3OC)C(C(=O)OCC)(C(=O)OCC)C1N2C(=O)OC(C)(C)C (configuration not stated)
→ -0.4	8	16	3	-0.8	4	-1.7	0.7	-0.4
- CCOC(=O)c1[nH]c(C)c(/C(O)=C2\C(=O)C(=O)N(CCCN(CC)CC)C2c2cccnc2)c1C (configuration not stated)
→ 0.1	2	8	14	0.7	-2	-0.4	1.0	0.2
- O=C(NC1CCCCC1)c1cc(-c2cccs2)on1
→ -1.7	-3	-4	9	1.5	-2	0.8	-0.6	-0.7
- CC(C)(C)c1cc(C(F)(F)F)n2ncc(-c3ccccc3)c2n1
→ 0.5	4	-8	1	-1.0	-1	-4.1	1.2	0.7
- Cc1ccc(NC(NC(=O)c2cccnc2)C(Cl)(Cl)Cl)cc1 (configuration not stated)
→ -3.6	4	-4	18	3.0	2	-2.6	1.0	2.5
- COc1ccc(N2CCN(CCCNC(=O)C3(S(=O)(=O)c4ccc(Cl)cc4)CC3)CC2)cc1
→ -0.7	-7	7	-16	?	-1	-1.5	?	1.5
- COC(=O)C1=C(C)N(Cc2ccccc2)C(=S)N[C@H]1c1cccc(F)c1
→ -1.7	-2	9	-2	-0.2	1	-1.4	6.5	-0.9
- CC(=O)c1ccc(OCCCC(=O)Nc2nnc(C3CC3)s2)cc1
→ -1.1	-8	7	0	0.1	-1	0.6	-0.2	-0.6
- CC(C)CC1(C)NC(=O)N(CC(=O)Nc2ccc(F)c(F)c2F)C1=O (configuration not stated)
→ -0.9	0	3	-1	-0.3	-1	1.3	-0.9	-2.1
- CCOC(=O)C1CCN(S(=O)(=O)Cc2ccccc2)C1=O (configuration not stated)
→ -1.0	-3	3	3	-0.1	3	-0.5	-0.6	·
- CC(=O)NNC1=Nc2ccccc2N(C)C(C)C1 (configuration not stated)
→ -0.5	-2	5	-5	0.5	3	·	-0.7	·
- Cc1ccc(Nc2n[nH]c(=S)s2)cc1F
→ -2.4	-4	15	-2	-0.3	0	·	-0.6	·
- CC(C)Sc1cc(Cl)nc(NC(=O)Nc2ccccc2)n1
→ ·	-1	1	9	1.0	2	-0.7	4.1	-0.2
- CCC[C@@H](CNC)NC[C@H](Cc1ccccc1)NCCCCc1ccccc1
→ -1.2	-8	-6	-19	-0.4	4	1.3	-1.0	-2.6
- COc1ccc(C(=O)Nc2ccnn2C2CCN(Cc3ccn[nH]3)CC2)cc1
→ -2.9	-1	8	3	1.0	4	-0.4	-0.1	-0.4
- Cc1c(OCC(=O)N2C[C@H]3C[C@@H](C2)c2cccc(=O)n2C3)ccc2c3c(c(=O)oc12)CCCC3
→ -1.2	3	17	7	0.1	31*	0.3	-0.1	-0.1
- O=C(CC1NC(=O)NC1=O)Nc1ccc(Cl)cc1 (configuration not stated)
→ -0.1	-16	-9	19	8.7	0	-0.3	0.2	0.8
- COc1ccc(-c2ccc3c(c2)S(=O)(=O)c2cccc(C(=O)NCCOc4ccccc4)c2C3=O)cc1OC
→ -0.6	3	11	4	0.6	52*	8.7	-1.0	-0.9
- COc1cccc(-c2cc3nc(C)cc(N4CCN(C(=O)c5ccoc5)CC4)n3n2)c1
→ -0.3	6	8	1	0.1	3	·	·	-0.8
- Cc1cc(C)cc(NS(=O)(=O)c2coc(C(N)=O)c2)c1
→ -0.3	10	-1	-3	-0.1	5	-2.8	0.0	-1.3
- COc1ccccc1CC(=O)N1CCOCC1
→ 0.6	-14	5	-17	-6.3	14	-0.5	-0.1	-1.2
- CCOC(=O)C1=C(C)OC(N)=C(C#N)C1c1ccc(C)o1 (configuration not stated)
→ -0.3	-4	15	-4	1.3	-3	-3.1	-0.4	-0.5
- Cc1scc(C(=O)Nn2cnnc2)c1-c1ccccc1
→ -2.0	0	-7	-1	0.1	-4	-4.2	0.8	0.6
- N/C(=N\S(=O)(=O)c1cc(C(F)(F)F)cc(C(F)(F)F)c1)c1ccncc1
→ -4.0	2	2	-7	-0.4	-1	4.5	-0.7	-1.2
- CCn1c(SC/C=C/c2ccccc2)nnc1-c1cnccn1
→ -5.3	-4	-15	-4	-0.8	-1	6.1	0.2	6.4
- Brc1cccc(CSc2nnc(-c3ccncc3)o2)c1
→ -4.6	-6	-1	-6	0.0	1	0.0	0.8	·
- Cc1nc(C)c(N)c(=O)[nH]1
→ -2.8	2	-6	5	-0.8	-5	-0.6	-0.1	-1.3
- Cc1ccc(OCC(O)CNC2CCCC2)c(C)c1 (configuration not stated)
→ -1.5	-9	7	?	-2.2	-1	0.8	1.7	-1.5
- NC(=S)N/N=C/c1ccc(/C=N/NC(N)=S)cc1
→ -1.3	-2	111*	-12	-3.4	-1	-2.3	0.2	-3.0
- CSc1ccccc1OCc1cc(C(=O)NCC(C)Oc2cccnc2)no1 (configuration not stated)
→ -0.3	-4	3	-1	-0.5	-2	·	·	-0.8
- O=C(Cn1cnc2c(OCc3ccccc3)ncnc21)NCc1ccc2[nH]ccc2c1
→ -2.2	-4	6	-4	0.3	3	-3.0	-0.9	-0.8
- Cc1ccc2[nH]c3c(c2c1)CN(C(=O)CN(C)CC1OCCO1)CC3
→ -2.2	-2	8	0	-0.1	2	-0.1	0.2	-0.7
- O=C(COc1ccc2ccccc2c1)N1CCCC1
→ -0.4	-1	2	14	-1.1	2	0.9	1.7	0.5
- COCCN(CCOC)Cc1c(O)ccc2c1O/C(=C\c1ccco1)C2=O
→ ?	4	20	-1	1.9	-4	1.8	1.2	-6.6
- CCCCCCCCCCS(=O)(=O)N/N=C/c1ccc(O)cc1
→ -1.4	-4	8	-7	-0.9	0	3.8	1.4	·
- CC1=CCP(=O)(c2ccccc2)C1 (configuration not stated)
→ -2.6	-3	-8	-9	-0.7	-2	1.1	-0.8	0.3
- Cc1cc(C=C2C(=O)CCCC2=O)c(C)n1-c1ccccc1
→ 0.2	-2	12	-4	2.0	3	1.5	-2.6	·
- O=C(CNC(=S)N(Cc1ccccc1Cl)C1CCCC1)NCCN1CCOCC1
→ -0.6	0	6	-2	-0.5	3	0.3	1.0	·

Remaining list, next part
Sequence of screens – FadD28 binding	Anthrax LF prot	GDH-TPI counter	BoNT F protease	BoNT A protease	Mtb FBA inh	Mtb UGM inh	PfHsp40 yeast	Mtb BioA inh
- CC(C)NC(=O)C1(C)CCCN1Cc1ccccc1 (configuration not stated)
→ -11	0	4	-3	-0.6	-4	·	·	-2.2
- Cc1ccc(-c2nnn(CC(=O)N3CCCCC3)n2)c(-n2cnnn2)c1
→ 0.1	-1	3	-1	-0.7	1	-2.7	-0.2	1.4
- C/C(CC(=O)NC1CCCC1)=N\NC(=O)Cc1csc(N)n1
→ -1.6	-2	6	-3	-0.8	-2	0.1	-1.4	2.4
- COc1cccc(C(O)c2ncc(-c3ccc(C(F)(F)F)cc3)[nH]2)c1 (configuration not stated)
→ -2.0	2	2	-2	-0.3	-2	·	·	-1.3
- COc1cccc(-c2nnc(NC(=O)CCS(=O)(=O)c3ccc(C)cc3)o2)c1
→ -2.7	-4	-2	-15	-6.0	3	-0.9	-0.3	-0.1
- Cc1cc(C)n(CCNC(=O)CCc2nnc(CCc3ccccc3)o2)n1
→ 0.3	0	2	2	1.2	-1	1.1	-1.0	-0.2

2 compounds picked at random from the list so far, as already listed:
Sequence of screens – FadD28 binding	Anthrax LF prot	GDH-TPI counter	BoNT F protease	BoNT A protease	Mtb FBA inh	Mtb UGM inh	PfHsp40 yeast	Mtb BioA inh
- Cc1ccc(-c2nnn(CC(=O)N3CCCCC3)n2)c(-n2cnnn2)c1
→ 0.1	-1	3	-1	-0.7	1	-2.7	-0.2	1.4
- Cc1cc(C)n(CCNC(=O)CCc2nnc(CCc3ccccc3)o2)n1
→ 0.3	0	2	2	1.2	-1	1.1	-1.0	-0.2

Screening results from PubChem.
